# Assay outcomes deposited in PubChem by several laboratories.
# Neddyl block = inhibitors of human cullin neddylation. P61081+Q13564. calls only at 25 µM. 360,000 compounds, 0.58% hits. TR-FRET cullin neddylation, biochemical. AID 651699; in the data active = inhibition above about 36%
# MsrA act = bovine methionine sulfoxide reductase A activation; purified bovine MsrA, absorbance read-out; activation, % at 10.6 µM; 360,000 compounds, 0.3% hits; AID 602163; in the data active = activation above about 7.5%;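 also: 0% = vehicle and 100% = reference activator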
# MT1-MMP act inh = MT1-MMP (human) activation inhibition. P50281. GFP/RFP ratio change, % at 20 µM. 360,000 compounds, 0.061% hits. HT1080 RFP-PRO-GFP cells, GFP/RFP ratio fluorescence, overnight; percent of plate control window, DMSO zero. AID 651647;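 active = GFP/RFP ratio change of at least 30% with cell ATP level not reduced by more than half and red fluorescence within 50% of control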; also: strong numbers were not always called active
#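 Material – HT1080 RFP-PRO-GFP cells · Control set – DMSO wells and RFP-L50D-GFP cells · Incubation – overnight cell settling, then overnight compound exposure, 37 °C, 5% CO2 · Compound dosing – single-point 20 µM compound, 1% DMSO · Read-out – GFP/RFP fluorescence ratio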
# CendR NRP1 mod = modulators of CendR peptide binding to human neuropilin-1; O14786; FAM-RPARPAR peptide binding to NRP-1, fluorescence polarization; inhibition, % at 25 µM; 360,000 compounds, 0.85% hits; AID 602438;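 active = inhibition or corrected inhibition above about 18%, plus a signal ratio from 0.5 to 1.5, limit read from the data, passing the limit was not always enough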; also: strong numbers were not always called active
# eLon inh = inhibits E. coli Lon protease; 360,000 compounds, 0.42% hits; inhibition, % at 7.94 µM; purified E. coli Lon protease, fluorescence polarization; P0A9M0; in the data active = inhibition above about 13%, passing the limit was not always enough;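 also: 0% = enzyme with probe and DMSO and 100% = no enzyme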
# SKN-1 inh = C. elegans SKN-1 inhibition; AID 624304; C. elegans VP596 Pgst-4::GFP/RFP ratio, acrylamide-induced, 24 h; inhibition, % at 21.8 µM; 360,000 compounds, 0.49% hits;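 active = interference check ratio from 0.5 to 1.5 plus GFP to RFP signal ratio inhibition reaching or exceeding a fixed threshold, cut at about 30% in these data, passing the limit was not always enough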; also: some compounds called inactive have numbers as strong as hits
# FAS TE block = blocks the thioesterase domain of human fatty acid synthase. P49327. recombinant FAS-TE, OMFH fluorogenic substrate, fluorescence endpoint. inhibition, % at 15 µM. 360,000 compounds, 0.67% hits. AID 602261;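 active = compounds whose normalised, plate-corrected inhibition of enzyme fluorescence in the single-dose primary screen is 50% or more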;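 also: 0% = DMSO with enzyme and 100% = substrate without enzyme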
# PABP1 MLLE inh = inhibitors of microRNA-mediated deadenylation, human PABP1 MLLE binding | P11940 | GST-MLLE / FITC-PAM2 fluorescence polarization | inhibition, % at 20 µM | 360,000 compounds, 0.36% hits | AID 588489; in the data active = inhibition above about 35%, passing the limit was not always enough;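 also: plate controls were DMSO wells with GST-MLLE for no effect and wells lacking GST-MLLE protein for full effect; some results filed as inactive read as strong as hits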
# Target sequence (P11940 whole entry, looked up): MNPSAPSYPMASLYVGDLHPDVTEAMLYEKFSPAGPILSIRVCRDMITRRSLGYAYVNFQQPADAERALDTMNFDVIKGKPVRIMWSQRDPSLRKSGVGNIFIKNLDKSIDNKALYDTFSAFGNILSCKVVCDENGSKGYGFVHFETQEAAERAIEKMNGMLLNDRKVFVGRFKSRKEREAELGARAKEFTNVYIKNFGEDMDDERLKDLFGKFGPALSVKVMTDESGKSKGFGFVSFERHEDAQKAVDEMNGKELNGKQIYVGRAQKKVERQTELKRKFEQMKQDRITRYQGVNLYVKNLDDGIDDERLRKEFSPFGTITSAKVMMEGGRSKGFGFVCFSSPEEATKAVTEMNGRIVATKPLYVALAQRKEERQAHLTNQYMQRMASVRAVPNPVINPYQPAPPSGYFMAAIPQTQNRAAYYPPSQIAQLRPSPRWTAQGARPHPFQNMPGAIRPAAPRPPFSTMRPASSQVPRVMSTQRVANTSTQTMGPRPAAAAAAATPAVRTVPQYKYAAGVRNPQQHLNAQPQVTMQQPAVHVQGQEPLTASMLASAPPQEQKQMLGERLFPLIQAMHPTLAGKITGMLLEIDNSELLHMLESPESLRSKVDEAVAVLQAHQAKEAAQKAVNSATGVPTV
# Rin1 Abl inh = blocks binding of human Rin1 to Abl; 360,000 compounds, 0.4% hits; inhibition, % at 7.35 µM; TR-FRET Rin1/Abl binding, biochemical; P00519+Q13671; in the data active = inhibition above about 5%, passing the limit was not always enough
# * hit, by the source's call; i = inactive; · = no result given.
molecule,Neddyl block,MsrA act,MT1-MMP act inh,CendR NRP1 mod,eLon inh,SKN-1 inh,FAS TE block,PABP1 MLLE inh,Rin1 Abl inh
O=C(NCCc1ccccc1F)/C(=C/c1cccnc1)NC(=O)c1ccccc1,i,-13,3,4,-1,-12,-8,-10,1
Cc1ccccc1-c1nc(-c2cccnc2)no1,i,-6,-4,-10,-10,17,-2,9,2
C/C(Cn1nnc([N+](=O)[O-])n1)=N\NC(=O)c1ccccc1Cl,i,4,-11,-4,-2,6,-4,22,0
COc1cccc(NC(=O)[C@H](Cc2c[nH]c3ccccc23)NC(=O)[C@@H]2Cc3ccccc3CN2)c1,i,0,5,-19,-13,7,16,-3,4
CC(=O)Nc1ccc(CN2C(=O)C(C)(C)ON=C2c2ccc(NC(C)=O)cc2)cc1,i,-2,4,2,-19,9,-5,-9,-1
N#C/C(=C\Nc1ccc2c(c1)OCCO2)c1nc2ccccc2[nH]1,i,-4,4,-30,0,5,15,-27,1
CN(C(=O)CC1C(=O)NCCN1Cc1ccoc1)C1CCOCC1 (stereo not drawn),i,-3,-3,0,1,-6,-1,1,3
CC(C)c1nc2ccccc2n1CCC(=O)O,i,-2,-4,11,1,5,-10,-2,-2
COc1cccc(S(=O)(=O)Nc2ccc(C(=O)Nc3ccncc3)cc2)c1,i,-3,2,-6,-12,-3,-3,-2,-5
CCOc1cc(C(=O)N/N=C(\C)Cc2ccc(OC)cc2)cc(OCC)c1OCC,i,-1,2,-2,4,-1,-4,-48,-2
C=CCC[C@H](CCCCC)OC(=O)/C=C/[C@@H](O)[C@H](O)C[C@H](O)CC=C,i,1,2,6,-3,6,-1,·,·
COc1ccc(NS(=O)(=O)c2cc(Br)cc3c2N(C(C)=O)CC3)cc1,i,-2,-8,4,-16,24,13,6,5
COc1cccc(-c2cc(C(=O)NCc3ccco3)c3ccccc3n2)c1,i,0,0,-13,0,0,10,-11,4
O=C1CC(C(F)(F)C(F)(F)C(F)(F)C(F)F)=Nc2ccccc2N1,i,-4,8,-2,0,11,0,-9,0
COc1ccccc1NC(=O)CSc1nnc(Cn2cnc3ccccc32)n1C,i,-9,-1,-1,3,-27,-8,8,0
COc1cccc(CNC(=O)C2CCN(S(=O)(=O)c3ccccc3)CC2)c1,i,3,3,-15,-8,-10,-6,-5,-1
CCCOc1ccc(S(=O)(=O)NCc2ccc(OC)cc2)cc1,i,0,4,10,7,-5,7,8,-1
COc1ccc(N2CCN(CC(=O)c3ccc(Cl)cc3)CC2)cc1,i,-1,0,-2,-1,0,-3,-1,3
O=C1CCCC/C1=C\Nc1ccc(O)cc1,i,-3,7,1,19*,8,-2,20,-1
Cc1csc(NC(=O)/C=C/c2ccc(C)o2)n1,i,-5,-2,-17,-8,-7,-5,-2,0
CCOC(=O)c1oc2ccccc2c1N,i,-11,3,6,-4,-2,-16,-4,2
N#Cc1c(NC(=O)CSc2nnc(-c3ccco3)n2-c2ccccc2)sc2c1CCC2,i,-3,-4,-45,-20,-7,3,-13,-1
CCCCC(=O)Nc1cc(OC)c(NC(=S)NC)cc1OC,i,-2,0,8,-4,8,-4,24,4
O=C(NCC1CCCO1)C1CCN(c2ccc(S(=O)(=O)N3CCCC3)cc2)CC1 (stereo not drawn),i,-6,0,0,-6,8,-4,-7,2
O=C1CC(=O)CC(c2ccccc2Cl)C1,i,-3,0,-7,30*,-9,-5,1,0
CCN(CC(=O)NCc1cccs1)C(=O)c1cc(Br)ccc1O,i,5,2,1,-9,-7,-2,1,4
COc1ccc(NC(=O)Nc2ccc(CC(=O)O)cc2)cc1,i,-3,1,8,5,10,0,0,2
COc1ccc(C=O)cc1COc1ccc2c(c1)OCO2,i,1,1,-5,2,-2,10,6,1
COCCCN1C(=O)C(O)=C(C(=O)c2ccco2)C1c1ccc(Br)cc1 (stereo not drawn),i,-2,-1,6,-2,4,1,2,0
CN1C(=O)c2c(C(=O)Nc3ccc(Oc4ccncc4)cc3)[nH]c(-c3ccccc3)c2C1=O,i,-3,-15,6,-12,6,2,-10,9
CCCC1(C(=O)O)NC(c2ccc(OC)cc2O)C2C(=O)N(c3ccc(OC)cc3)C(=O)C21 (stereo not drawn),i,-1,3,1,-5,13,-6,-7,2
Cc1ccccc1C(=O)NCCCNC(=O)c1ccccc1C,i,0,-2,3,0,2,-3,18,6
COc1cccc(C(Nc2ccccn2)c2oc(CO)cc(=O)c2O)c1 (stereo not drawn),i,0,-3,16,-1,-4,-7,29,1
COc1ccccc1C(=O)NCCn1cc(SCC(=O)Nc2nnc(C)s2)c2ccccc21,i,0,-1,-2,10,19,-3,11,-3
Cc1c(C)c2ccc(OC(C)C(=O)N[C@@H](Cc3c[nH]c4ccccc34)C(=O)O)c(C)c2oc1=O (stereo partly drawn),i,-11,3,10,4,5,1,0,-2
COc1ccc(CCNC(=O)COC(=O)/C=C/c2cccc(F)c2)cc1,i,-2,2,5,-1,7,0,-7,-1
COc1ccccc1-n1c(=S)sc2c(=O)n(Cc3ccco3)c(SC)nc21,i,-15,13,16,-3,-9,30,24,-1
CCC(=O)N1CCCn2c1nc1ccccc12,i,-2,12,7,-3,9,-5,-6,-1
COc1ccc(-c2nn(-c3ccccc3)cc2C(=O)n2nnc3ccccc32)cc1,i,-6,-3,7,-4,-26,6,-16,-2
CC(=O)c1cc2c(cc1NC(=O)CN1CCN(c3cccc(C(F)(F)F)c3)CC1)OCO2,i,-3,-2,9,-5,8,25,1,1
Cc1ccnn1CCC(=O)O,i,-2,-1,8,5,-4,-2,11,-4
O=C(c1cc(Cl)ccc1Cl)N1CCOCC1,i,-2,-2,7,6,6,-9,6,4
O=C(CCNC(=O)c1ccc(Br)cc1)Nc1ccc(S(=O)(=O)N2CCOCC2)cc1,i,-4,-1,15,5,-9,-6,0,1
CN(C)c1cccc(C(=O)NNC(=S)NC2CCCC2)c1,i,-3,5,10,4,1,-2,-7,0
CCCCN(C=O)c1c(CC)nc2ccc(C(=O)N3CCN(C)CC3)cn12,i,-2,0,-7,3,-7,-4,-15,0
OCCN1CNC(=S)NC1,i,-2,0,5,2,-5,-8,-131,-1
CCCCOc1cccc(OCC(=O)Nc2nc3ccccc3[nH]2)c1,i,1,7,-13,3,4,-6,-18,-2
CCCn1c(SCc2nc3sc(C)c(C)c3c(=O)[nH]2)nc2ccccc2c1=O,i,-3,-4,-32,-8,-20,-3,-111,2
O=C(CCN1CCN(Cc2ccccc2)CC1)Nc1cccc(Br)c1,i,-1,-2,6,3,13,1,7,-1
CC(Oc1ccc(Br)cc1)C(=O)Nc1ccc(S(=O)(=O)NC2=NCCCCC2)cc1 (stereo not drawn),i,-1,-2,1,-8,14,6,-2,1
Cc1cccc(C)c1OCC(=O)Nc1ccc(N2CCOCC2)cc1,i,-3,3,8,-2,1,-4,0,3
COc1ccc(C2(C(=O)Nc3ccc(S(N)(=O)=O)cc3)CCCC2)cc1,i,-2,-2,2,-2,-2,0,-11,-5
CCOc1ccc(NC(=O)c2cc([N+](=O)[O-])ccc2N2CCOCC2)cc1,i,-12,-3,-3,-1,-2,55*,6,-6
Cc1ccc(SCC(=O)c2c(C)[nH]c3ccccc23)cc1,i,-2,-2,-6,6,-5,-6,16,5
O=C(CCCc1ccccc1)NCCCN1CCOCC1,i,-3,7,-3,-3,4,-6,-1,-2
CCOC(=O)c1cc2c(s1)-c1c(C)cccc1OC2,·,-4,10,-1,-3,1,32,9,-1
CNc1snc(C)c1C(=O)OC(C)C(=O)c1ccc(F)cc1 (stereo not drawn),i,-1,0,5,-4,-4,5,-6,-2
COc1cc2[nH]c(C(=O)NCCc3ccccc3)cc2c(OC)c1OC,·,-1,6,5,-5,15,0,0,1
COc1cccc(NC(=O)Cc2c(C(=O)O)[nH]c3ccccc23)c1,i,0,0,-11,3,6,-8,1,1
O=C(CCc1ccccc1)NNC(=O)c1cc(Cl)ccc1O,·,-2,3,10,-7,3,12,-4,-1

# Additional compounds:
molecule,Neddyl block,MsrA act,MT1-MMP act inh,CendR NRP1 mod,eLon inh,SKN-1 inh,FAS TE block,PABP1 MLLE inh,Rin1 Abl inh
CCN1C(=O)[C@@H]2[C@@H](c3ccc(-c4ccc5c(c4)OCO5)cc3)N3CCCC[C@@]3(C(=O)OC)[C@@H]2C1=O,i,4,5,1,2,1,42,-9,2
CN1OC[C@@H]2CN(C(=O)CCc3ccccc3)[C@H](c3cccc(Oc4ccccc4)c3)C[C@@H]21,i,-1,-1,-5,-6,-1,7,4,0
O=C(Cc1ccc(F)cc1)N/N=C/c1ccc2c(c1)OCO2,i,-3,-6,12,1,-3,-14,-1,-3
Nc1ccc2c(Cl)cc(Cl)cc2c1,i,-1,-3,-12,-8,63*,11,12,-5
COc1ccc(Nc2nc(C)cc(-c3cc(-c4ccccc4)on3)n2)cc1,i,-4,4,23,2,-9,-4,4,2
O=C(CCSCc1cccc(Cl)c1)NCCc1ccc(Cl)cc1,i,-3,-1,1,7,8,27,3,1
Cc1cccc(Cc2nnc(CCC(=O)NCc3cn4ccccc4n3)o2)c1,i,-2,0,-12,9,5,-4,-10,3
COc1ccccc1NS(=O)(=O)c1ccc(C)c(NC(=O)NCCCl)c1,i,-2,5,-3,1,13,-4,5,0
CC(C)C(NC(=O)OCc1ccccc1)C(=O)OCC(=O)NCc1ccco1 (stereo not drawn),i,-1,1,-10,-6,6,0,-3,-1
CCN(CC)C(=O)[C@H]1C[C@H](CC(=O)NCC23CC4CC(CC(C4)C2)C3)C(=O)N2CCc3c([nH]c4cc(-c5ccco5)ccc34)[C@]12C,i,0,-19,-17,-4,-1,42,-13,-1
COC(=O)/C(C#N)=C/c1c(-c2ccccc2)nc2n1CCS2,i,-2,1,10,5,-23,-1,5,-3
O=C(CN1CCC(NC(=O)c2ccccc2F)CC1)Nc1ccc2c(c1)OCCO2,i,-3,3,10,11,0,-15,12,2
O=C(CCCSc1nc2ccccc2c(=O)[nH]1)c1ccc(F)cc1,i,-4,2,4,-2,-4,4,-13,1
NC(=O)C1(c2ccccc2)CCCN1C(=O)c1ccc(Br)cc1 (stereo not drawn),i,2,-1,-7,-3,3,-6,7,0
Cc1cccc(/C=N\Nc2cn[nH]c(=O)c2Cl)c1,i,-4,13,-1,-1,-10,-1,-1,-3
CN1CCN(NS(=O)(=O)c2ccc(Cl)cc2)CC1,i,1,2,-3,2,-8,-5,22,1
COc1ccccc1NC(=O)C1CCCN1C(=O)NC1CCCCC1 (stereo not drawn),i,-2,0,-8,4,-12,-1,9,-2
CS(=O)(=O)N1N=C(c2cccs2)CC1c1ccccc1 (stereo not drawn),i,-6,-5,-18,-12,-10,-6,-13,-5
CS(=O)c1ccccc1O (stereo not drawn),i,-2,-1,11,-2,11,-11,2,4
COc1ccccc1-n1c(SCC(=O)N2CCOCC2)nc(O)cc1=O,i,-2,-6,8,5,14,-3,17,1

# Ordered by molar mass (rising): part of the list above.
molecule,Neddyl block,MsrA act,MT1-MMP act inh,CendR NRP1 mod,eLon inh,SKN-1 inh,FAS TE block,PABP1 MLLE inh,Rin1 Abl inh
COc1ccc(NC(=O)Nc2ccc(CC(=O)O)cc2)cc1,i,-3,1,8,5,10,0,0,2
COc1ccc(C2(C(=O)Nc3ccc(S(N)(=O)=O)cc3)CCCC2)cc1,i,-2,-2,2,-2,-2,0,-11,-5
COc1cccc(S(=O)(=O)Nc2ccc(C(=O)Nc3ccncc3)cc2)c1,i,-3,2,-6,-12,-3,-3,-2,-5
